PDI inh: blocks human protein disulfide isomerase activity | P07237 | PDI insulin aggregation turbidity, A650, 90 min | inhibition, % at 10 µM | actives 0.052% (n = 350,000);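 active means mean inhibition across replicates of 30% or more, whatever share of single replicates reach that level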;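 further: absorbance from insulin aggregation driven by PDI reduction with DTT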
Target sequence (P07237 whole entry, looked up): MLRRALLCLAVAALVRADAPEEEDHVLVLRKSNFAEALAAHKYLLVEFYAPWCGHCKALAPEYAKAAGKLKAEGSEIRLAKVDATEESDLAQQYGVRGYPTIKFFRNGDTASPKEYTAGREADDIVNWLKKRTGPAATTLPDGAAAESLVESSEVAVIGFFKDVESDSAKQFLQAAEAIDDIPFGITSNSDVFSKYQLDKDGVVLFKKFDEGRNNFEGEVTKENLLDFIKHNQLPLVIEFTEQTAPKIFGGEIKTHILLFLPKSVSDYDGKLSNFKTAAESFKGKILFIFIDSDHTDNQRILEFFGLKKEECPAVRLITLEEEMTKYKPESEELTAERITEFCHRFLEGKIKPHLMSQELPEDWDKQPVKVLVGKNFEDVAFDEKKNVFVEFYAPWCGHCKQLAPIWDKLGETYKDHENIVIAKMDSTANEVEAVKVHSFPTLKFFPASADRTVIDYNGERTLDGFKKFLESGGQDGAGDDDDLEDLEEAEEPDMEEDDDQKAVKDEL
NR2E3 ag-1: activates human NR2E3 receptor. Q9Y5X4. CHO-S Gal4-NCOR/VP16-NR2E3 two-hybrid, luciferase. inhibition of corepressor binding, % at 3.98 µM. actives 0.35% (n = 360,000). AID 602229;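 active means inhibition above the mean of all tested compounds plus 3 SD, cut at about 70% in these data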;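 further: 0% = DMSO with NR2E3 transfected cells and 100% = cells lacking NR2E3 construct; higher means lower luciferase signal from less NR2E3 corepressor binding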
Target sequence (Q9Y5X4 whole entry, looked up, the tested form may be a part): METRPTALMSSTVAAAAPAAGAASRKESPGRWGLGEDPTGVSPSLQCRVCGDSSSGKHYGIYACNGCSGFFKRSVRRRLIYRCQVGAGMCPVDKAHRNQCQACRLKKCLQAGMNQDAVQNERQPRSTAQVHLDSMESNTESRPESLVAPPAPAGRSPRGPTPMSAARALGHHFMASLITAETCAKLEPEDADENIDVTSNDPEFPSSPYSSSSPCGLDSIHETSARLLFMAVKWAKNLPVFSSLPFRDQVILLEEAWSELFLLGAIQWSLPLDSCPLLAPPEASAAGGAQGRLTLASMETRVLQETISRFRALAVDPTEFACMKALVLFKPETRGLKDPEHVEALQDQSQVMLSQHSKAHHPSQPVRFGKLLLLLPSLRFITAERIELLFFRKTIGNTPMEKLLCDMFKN
hiPSC survival: increases survival of single human iPS cells. hiPSC single-cell survival, ATPlite luminescence; 100% = ROCK inhibitor wells, 0% = DMSO. survival enhancement, % at 20 µM. actives 0.044% (n = 360,000); in the data active means survival enhancement above about 18%;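 further: cells exposed to compounds for 16 hours before the ATP read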
aDG glyco act: alpha-DG glycosylation activation; Pro5-aDG cells, alpha-DG glycosylation AlphaScreen (IIH6); 0% Pro5, 100% B10-LARGE cell signal; AID 624168; activation, % at 10 µM; actives 0.22% (n = 360,000);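 active means activation of at least 8% versus controls, or a plate z-score of at least 8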;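 further: Pro5 are CHO cells carrying HIG-tagged alpha-DG that lacks glycosylation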
MITF TRPM1 inh: inhibitors of MITF-driven TRPM1 promoter in melanoma cells | SK-MEL-5 TRPM1 promoter luciferase, 24 h | inhibition, % at 12.5 µM | actives 0.83% (n = 330,000) | AID 488899;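 active means mean inhibition across replicates of 60% or more, whatever share of single replicates reaches that level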; further: values of inactives mirror those of a sister screen read the other way
Vif inh: inhibitors of HIV Vif | HEK293T cells, Vif self-association by quenched fluorescence, imaging, 24 h | inhibition, % at 7.49 µM | actives 0.35% (n = 340,000) | AID 602346; in the data active means inhibition above about 50%, passing the limit was not always enough; further: some results filed as inactive read as strong as hits
NR2E3 ag-2: NR2E3 (human) agonism; Q9Y5X4; GST-NR2E3/biotin-RetCOR TR-FRET, 1536-well; actives 0.12% (n = 320,000); inhibition of corepressor binding, % at 4.78 µM; AID 2300;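 active means percent inhibition above the cutoff of mean plus 3 SD of all tested compounds, set per screening campaign, cut at about 20% in these data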;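 further: 0% = DMSO wells and 100% = biotin wells as full block of FRET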
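Test system – NR2E3–RetCOR corepressor complex · Quantity – NR2E3 fusion 1.35 nM · Buffer or medium – Tris pH 7.5 · Incubation – Compound–protein incubation for 5 h at 4 °C · Technique – TR-FRET, Eu(K)-anti-GST donor, streptavidin-D2 acceptor, ex 340, em 617/671 nm · Evaluation – percent inhibition of 671/617 nm emission ratio versus biotin and DMSO controls · Plate – 1536-well format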
CaV13 FRET inh: Disruptors of the CACNA1D IQ motif to Ca2+-dependent inactivation inhibitor domain association, primary screening, Förster resonance energy transfer in intact living …; HEK cells, CFP/YFP FRET ICDI-IQ, plate reader, 10 min; percent FRET-ratio fall versus neutral wells; inhibition, % at 12.3 µM; actives 0.098% (n = 340,000); AID 743397;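 active means mean replicate inhibition of at least 30% and at least 1% of replicates passing that level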;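 further: 0% = median of the neutral control wells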
Peg3 prom inh: reduces Peg3 promoter-driven luciferase expression in HeLa | HeLa PEG-Prom luciferase reporter, luminescence, overnight | inhibition, % at 20 µM | actives 1.7% (n = 360,000);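 active means inhibition of at least 50% at 20 µM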
Granule exo inh: lytic granule exocytosis inhibition | actives 0.66% (n = 360,000) | TALL-104 LAMP-1 surface exposure, flow cytometry; cells stimulated with thapsigargin and PMA | inhibition, % at 10 µM | AID 651702;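 active means inhibition above about 55%, limit read from the data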
HIF-2a inh: blocks HIF-2a reporter activity; 786-0 RCC cells HIF-2a reporter, luciferase luminescence, overnight; AID 624352; inhibition, % at 18.8 µM; actives 0.72% (n = 360,000);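 active means inhibition of the luminescence signal of 40% or more relative to plate controls, in a single-dose primary screen at 18.75 µM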
* marks the source's active call; other numbers are inactive results; / = not tested or not shown. Not a hit list. Share with any hit: about 3.5%.

SMILES	PDI inh	NR2E3 ag-1	hiPSC survival	aDG glyco act	MITF TRPM1 inh	Vif inh	NR2E3 ag-2	CaV13 FRET inh	Peg3 prom inh	Granule exo inh	HIF-2a inh
CC(=O)N1CCN(c2ccc(NCc3cccs3)cc2)CC1	-3	-12	1.5	0.0	-1	-3	-2	-4	-3	0	-23
CC(=O)OCC(C)n1[nH]c2ccccc2c1=O (configuration not stated)	/	-26	-2.5	-0.2	/	-6	/	-10	-2	16	-2
CC1CCC(NCc2ccco2)CC1 (configuration not stated)	-8	2	1.4	0.2	-2	3	-1	-2	9	-1	11
CCN(CC)S(=O)(=O)c1cccc(N2CC(O)=C(c3ccccc3)C2=N)c1	0	-2	-0.2	-0.1	8	1	-1	-4	3	-8	14
Cn1c(=O)c2c(nc(CN3CCC(Cc4ccccc4)CC3)n2CCN2CCOCC2)n(C)c1=O	10	7	2.8	0.5	-7	-2	/	-4	22	0	17
[O-][n+]1ccc(CC(O)(C(F)(F)F)C(F)(F)F)cc1	-1	7	1.9	-0.2	/	/	/	-10	-3	-3	1
Cc1c(C(=O)NCc2cccnc2)oc2ccccc12	11	-15	-2.4	-0.1	0	4	-1	-4	15	-1	4
COc1ccc(S(=O)(=O)NCc2cccnc2)cc1NC(=O)c1ccccc1C	1	-1	-2.2	0.0	6	24	/	-3	1	-2	3
COc1ccc(NC(=O)c2nc(C)c(C3(C)CC(c4cccnc4)=NO3)s2)cc1 (configuration not stated)	3	-48	1.5	0.2	36	-2	-3	-8	-18	0	-13
O=C(O)CCCCCNS(=O)(=O)c1ccc(Cl)cc1	5	-1	4.8	-0.2	2	-1	0	-10	6	0	-9
CCOC(=O)c1ccc(NC(=O)CCS(=O)(=O)c2cccc3nonc23)cc1	-11	-15	-0.3	0.0	1	3	0	-2	10	6	2
COc1cc2c3c(cccc3c1)C(=O)N(CCN1CCCC1)C2=O	-8	-125	-4.2	0.0	/	0	/	-13	102*	2	-8
COc1ccc(OC)c(NC(=O)Nc2nnc(N3CCCCC3C)s2)c1 (configuration not stated)	-2	19	-0.7	-0.3	-5	-11	0	-7	-27	-2	-30
Cc1cc(=O)oc(C)c1C(=O)NC1CCCCCCC1	0	10	-0.5	-0.1	8	6	4	-2	5	-2	17
CC(=O)c1sc(NC(=O)c2cccnc2Cl)nc1C	2	-25	-1.5	-0.3	-1	0	5	-5	-35	2	-32
Cc1ccc2oc(=O)c3cnn(CC(=O)N4CCN(c5ccccc5)CC4)c3c2c1	/	-21	0.2	0.0	/	13	1	-6	33	-2	7
COc1ccc(CCNC(=O)COC(=O)/C=C/c2ccc(OC)c(OC)c2)cc1	-11	-29	0.8	-0.3	7	0	-1	-15	6	-1	16
CCN1CCC(C(N)=O)CC1	9	-2	0.1	-0.3	-10	-7	0	/	4	-5	23
O=C(CNC(=O)N1CC(=O)Nc2ccccc21)NCc1ccc(Cl)cc1	1	-23	-0.6	-0.1	-1	0	3	-3	4	2	9
Cc1cc(=O)n2nc(N3CCCC(C(=O)NCc4ccccc4)C3)sc2n1 (configuration not stated)	/	-7	-3.0	-0.4	14	-1	1	8	8	1	12
CCCC(=O)c1cc(F)c(N2CCOCC2)cc1C	6	-22	5.9	0.0	-23	-3	3	-9	-32	0	-68
Cc1ccc(CNc2nc(N)c([N+](=O)[O-])c(Nc3ccc(F)cc3)n2)cc1	-3	-10	2.7	0.2	-8	-1	1	-4	5	3	-3
O=C(NC1CCN(C(=O)C2CCCCC2)CC1)c1ccccc1	3	-7	-0.3	-0.2	1	0	2	-6	12	0	14
Oc1ccccc1N=Cc1c(O)ccc2oc3c(c12)CCCC3	1	-26	-0.3	2.3	23	-7	0	-5	-10	34	3
Cc1cc(C)c2c(n1)sc1c(=O)n(-c3ccccc3)c(=O)[nH]c12	0	25	-2.7	-0.3	-1	-2	2	-9	-4	4	8
Cc1ccccc1-n1ncc2c1CC(C)(C)CC2NC(=O)c1cn[nH]c1C (configuration not stated)	6	-14	-0.1	0.1	3	5	-1	-7	9	-2	12
CC1=C(C(N)=O)C(c2ccco2)C(C(N)=O)=C(C)N1	14	-5	-2.2	0.0	0	47	0	-4	1	0	22
COc1ccc(OC)c(CCNC(=O)Cn2cccc2C(=O)c2ccccc2)c1	-9	9	-0.7	0.7	11	-7	-1	-2	5	-4	9
COc1ccccc1CNC(=O)[C@H](C)NC(=O)C1CCN(C(=O)[C@H](CCSC)NC(=O)OC(C)(C)C)CC1	/	-4	1.9	0.0	5	-2	1	/	-4	11	1
CCC(=O)N1CCN(c2ccccc2NC(=O)COc2ccc(C(C)C)cc2)CC1	6	-17	-0.5	0.9	23	/	2	-11	31	8	21
Cc1ccc(NC(=O)C2CCN(c3nc(C)cc(C)n3)CC2)cc1	-7	-12	-0.3	0.1	3	-22	1	-19	27	-1	16
N#Cc1nc(COc2ccc(Cl)cc2)oc1NCc1ccc2c(c1)OCO2	1	-32	-3.6	0.3	7	0	1	-4	17	1	-4
COC(=O)C1=C(C(=O)OC)[C@@H]2N(C)c3ccccc3[C@@]23C[C@@H](C(=O)OC)N(C(=O)CC(C)C)C3=N1	-1	-7	-1.6	-0.4	-5	/	1	-4	15	-4	22
O=C(N/N=C\C=C\c1ccc([N+](=O)[O-])o1)c1cccs1	-6	3	-0.4	0.1	83*	1	/	-4	28	6	-6
CC(=O)N1CCCc2cc(S(=O)(=O)N3CCCC(C(=O)NCc4ccccc4)C3)ccc21 (configuration not stated)	-6	-1	-0.2	0.3	6	-1	4	-15	7	2	5
COc1cccc(C(C)(O)c2nc(-c3ccc(Cl)cc3)cs2)c1 (configuration not stated)	5	-2	0.5	0.2	/	-19	/	-5	-2	21	-3
CCn1c(COc2cccc3ccccc23)nnc1SCC(N)=O	7	-3	0.2	0.0	0	-9	-1	-5	6	-2	23
O=C(Nc1ccccc1Oc1ccsc1C(=O)O)c1ccccc1	4	-42	-0.5	-0.1	7	-8	1	-16	11	-7	6
COC(=O)c1c(C)nc(C)c(C(=O)OC)c1-c1cccs1	2	-5	-0.2	0.0	1	2	2	-7	32	1	11
O=c1c(C=NCCCO)c(-c2ccccc2)[nH]n1-c1nc2ccccc2s1	1	-22	-0.7	0.1	55	-2	-2	-6	31	3	19
CC(=O)NC(Cc1c[nH]c2ccccc12)C(=O)OCC(=O)Nc1cc(C)on1 (configuration not stated)	6	4	-1.6	0.0	-2	10	-3	-4	0	0	16
CC(=O)Nc1cc2nn(-c3ccccc3)nc2cc1C	-4	-123	-0.5	0.0	-2	-3	3	-1	-137	1	-119
Cc1ccc(CCC2C3=C(CCCC3=O)OC3=C2C(=O)CCC3)cc1	-2	1	5.1	-0.1	13	-13	0	-7	18	0	19
Cc1ccc(C(=O)C(C)OC(=O)Cn2[nH]c(=O)c3ccccc3c2=O)cc1 (configuration not stated)	-12	-24	1.4	-0.3	10	-4	2	/	12	8	11
CCc1ccc(OCCCC(=O)Nc2ccc(N3CCOCC3)cc2)cc1	4	1	-1.3	0.5	-9	-3	6	-5	-4	-13	5
Clc1ccc(Cl)c(-c2ccc(/C=N/c3ncn[nH]3)o2)c1	9	-6	0.8	-0.2	-12	-3	-1	-10	6	3	-2
CC(C)CN(C(=O)COC(=O)Cn1cnc2ccccc2c1=O)C1CCS(=O)(=O)C1 (configuration not stated)	19	15	-0.5	0.1	1	-12	3	-5	3	1	0
CCn1c2ccccc2c2cc(NC(=O)CNC)ccc21	-2	11	1.8	0.3	-9	2	-2	-1	12	-2	12
CCCCC(=O)N/N=C(/C)C1=C(C)C(C)(C)OC1=O	-2	-20	-1.2	-0.1	14	1	2	-6	-5	4	19
COc1ccc(S(=O)(=O)Nc2cc3c4c(c2)CCC(=O)N4CCC3)cc1C	4	41	-0.5	0.4	-6	-5	-3	-6	-7	-6	1
Additional compounds
SMILES	PDI inh	NR2E3 ag-1	hiPSC survival	aDG glyco act	MITF TRPM1 inh	Vif inh	NR2E3 ag-2	CaV13 FRET inh	Peg3 prom inh	Granule exo inh	HIF-2a inh
COc1ccc(CCNS(=O)(=O)c2ccc3c(c2)NC(=O)CCS3)cc1OC	0	16	-0.5	0.0	7	5	-2	-4	23	13	1
O=C(Nc1cccc2cccnc12)c1ccc(Br)o1	-5	-4	1.4	0.4	4	4	-1	-6	-62	-1	-118
COc1ccccc1OCC(=O)N1CCCC(Nc2ccc(C)c(C)c2)C1 (configuration not stated)	-6	-25	0.2	-0.1	-5	2	1	-6	2	-6	6
CCc1c(C)nc2ncnn2c1N1CCCC(C(=O)Nc2cc(F)ccc2C)C1 (configuration not stated)	3	2	1.2	-0.2	2	12	0	/	22	-1	9
CC(=O)c1ccc(S(=O)(=O)N2CCN(C)CC2)cc1	-5	-23	-0.4	0.0	-4	11	1	8	21	-3	21
O=C(C1CC(=O)N(c2ccc(F)c(Cl)c2)C1)N1CCOCC1 (configuration not stated)	-4	-2	-1.8	-0.3	/	-7	/	-5	10	6	13
Cc1ccc(NC(=O)C2=CC=CN3CCS(=O)(=O)N=C23)cc1	2	-12	-0.3	-0.1	-8	-2	2	-2	-15	-4	-21
CN(CC1CCN(CCc2cccc(C(F)(F)F)c2)CC1)C(=O)c1ccccc1	9	-17	0.3	0.0	8	0	-1	-5	11	56*	5
CCOC(=O)N1CCN(C(=O)C2CCCN(S(=O)(=O)c3c(C)cc(C)cc3C)C2)CC1 (configuration not stated)	10	3	0.1	-0.3	8	-4	-2	-6	13	3	9
COc1c(O)cccc1[C@H](O)C1CCN(CCc2ccc(F)cc2)CC1	0	-12	-2.0	-0.2	15	-5	2	-5	-6	-12	6
CCN=c1sc(C(=O)Nc2ccccc2)c(C)n1CC	3	-25	-0.7	-0.2	-4	8	4	3	-10	0	-1
O=C(CC1C(=O)NCCN1Cc1ccccc1C(F)(F)F)NC1CCC1 (configuration not stated)	2	-26	-0.6	0.3	-15	-9	1	-10	5	-7	13
Cn1c(=O)c2c(ncn2CC(=O)OCC(=O)NC(c2ccccc2)c2ccccc2)n(C)c1=O	2	-14	0.6	0.0	-2	-2	13	-15	18	1	7
CC(=O)Nc1nc(CCC(C)C)cc2c1c(=O)oc1ccccc12	1	-19	0.5	0.0	-7	-7	0	/	17	-2	6

Whole records from above.
CCN=c1sc(C(=O)Nc2ccccc2)c(C)n1CC in the list: PDI inh = 3; NR2E3 ag-1 = -25; hiPSC survival = -0.7; aDG glyco act = -0.2; MITF TRPM1 inh = -4; Vif inh = 8; NR2E3 ag-2 = 4; CaV13 FRET inh = 3; Peg3 prom inh = -10; Granule exo inh = 0; HIF-2a inh = -1
Cn1c(=O)c2c(ncn2CC(=O)OCC(=O)NC(c2ccccc2)c2ccccc2)n(C)c1=O in the list: PDI inh = 2; NR2E3 ag-1 = -14; hiPSC survival = 0.6; aDG glyco act = 0.0; MITF TRPM1 inh = -2; Vif inh = -2; NR2E3 ag-2 = 13; CaV13 FRET inh = -15; Peg3 prom inh = 18; Granule exo inh = 1; HIF-2a inh = 7
